Source: PubChem BioAssay (several laboratories)
Furin inh – human furin inhibition; P09958; purified furin, fluorogenic substrate cleavage; inhibition, % at 30 µM; 220,000 tested, 0.061% active; AID 463115; in the data active means inhibition above about 25%; further: inactives centre near -15
Wee1 stabilizer – human Wee1 degradation inhibition, primary screen. HeLa Luc-Wee1K328M stability, luciferase luminescence; 100% = proteasome inhibitor MG132 effect. 220,000 tested, 1.2% active. P30291. AID 1321. reporter increase, % at 5 µM;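 active means activation above the mean of all tested compounds plus 3 SD, set per screening run, cut at about 8.8% in these data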;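 further: cells exposed to compound for 20 h before luminescence read; 0% = DMSO alone and 100% = MG132 at 30 µM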
FXIa inh – factor XIa (human) inhibition. AID 798. inhibition, % at 5 µM. purified FXIa, Boc-Glu-Ala-Arg-AMC fluorogenic substrate. P03951. 220,000 tested, 0.14% active;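 active means inhibition of at least 40%; inactive means inhibition below 40%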;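 further: fluorescence of freed AMC excited at 355 nm; 0% = enzyme without compound and 100% = no enzyme blank; many of its hits are not listed in these tables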
Target sequence (P03951 19-387 limits assumed): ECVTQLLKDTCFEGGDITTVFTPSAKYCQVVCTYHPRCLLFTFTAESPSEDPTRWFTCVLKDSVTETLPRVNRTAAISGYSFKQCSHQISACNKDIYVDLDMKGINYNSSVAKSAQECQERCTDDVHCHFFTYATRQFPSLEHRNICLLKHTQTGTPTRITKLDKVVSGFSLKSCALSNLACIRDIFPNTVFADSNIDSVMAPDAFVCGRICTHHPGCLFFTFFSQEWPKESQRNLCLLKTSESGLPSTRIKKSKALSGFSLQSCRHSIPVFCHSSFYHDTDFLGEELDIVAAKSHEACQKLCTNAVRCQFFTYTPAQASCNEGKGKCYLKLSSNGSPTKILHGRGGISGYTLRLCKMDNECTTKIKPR
Target sequence (P03951 388-625 limits assumed): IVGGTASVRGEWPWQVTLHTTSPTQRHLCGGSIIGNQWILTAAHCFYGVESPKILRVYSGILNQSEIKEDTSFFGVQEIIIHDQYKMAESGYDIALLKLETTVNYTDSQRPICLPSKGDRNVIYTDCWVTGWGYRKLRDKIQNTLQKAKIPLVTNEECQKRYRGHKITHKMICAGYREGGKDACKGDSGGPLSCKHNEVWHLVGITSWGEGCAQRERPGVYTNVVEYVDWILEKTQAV
KCC2 mod – KCC2 (human) Cl- transport modulation; KCC2 cells, thallium flux FluoZin-2 fluorescence; B-score of Tl+ flux slope (higher = more flux/activation; lower = inhibition) at 10 µM; 190,000 tested, 2.2% active; AID 1456;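 active means thallium flux slope and its plate-corrected score both differing from the plate sample mean at a set confidence after two filtering rounds, in either direction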;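 further: slope of fluorescence scaled to starting intensity during 10 to 20 s after thallium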
PERK inh – blocks human PERK kinase | Q9NZJ5 | CHO PERK-DD fusion, SEAP luminescence translation reporter | inhibition, % at 5.6 µM | 220,000 tested, 0.17% active | AID 1416;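 active means inhibition above the mean inhibition of all tested compounds plus 3 SD, set separately per screening campaign, cut at about 2.9% in these data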;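 further: PERK kinase domain activated by AP20187 dimerizer at 100 nM; 0% = DMSO with dimerizer and 100% = rapamycin at 8.4 µM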
KLK5 inh – kallikrein 5 (human) inhibition. Q9Y337. recombinant hK5, fluorogenic AMC substrate cleavage. inhibition, % at 5 µM. 210,000 tested, 0.59% active. AID 873;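 active means inhibition of 40% or more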;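 further: 0% = enzyme controls without compound and 100% = no-enzyme blanks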
Target sequence (Q9Y337 67-293 limits assumed): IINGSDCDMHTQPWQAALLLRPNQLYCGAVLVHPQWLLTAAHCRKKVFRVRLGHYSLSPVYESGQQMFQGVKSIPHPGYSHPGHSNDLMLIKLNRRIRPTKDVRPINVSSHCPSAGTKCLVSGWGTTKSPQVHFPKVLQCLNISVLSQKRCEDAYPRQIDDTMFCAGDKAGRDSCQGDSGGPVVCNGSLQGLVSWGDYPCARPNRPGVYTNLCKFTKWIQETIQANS
p97 ATPase inh – human p97 ATPase inhibition; P55072; recombinant p97 ATPase, Kinase-Glo ATP luminescence, 3 h; inhibition, % at 8 µM; 220,000 tested, 0.42% active; AID 1481; in the data active means inhibition above about 15%;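 further: 0% = DMSO vehicle and 100% = wells lacking enzyme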
FXIIa inh – inhibitors of human coagulation factor XIIa. P00748. purified FXIIa, Boc-QGR-AMC fluorogenic substrate, 2 h. 220,000 tested, 0.3% active. inhibition, % at 5 µM; in the data active means inhibition above about 40%;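 further: 0% = enzyme with no compound and 100% = blank without enzyme; many of its hits are not listed in these tables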
Thrombin inh – blocks human thrombin protease activity. alpha-thrombin, Boc-VPR-AMC fluorogenic substrate cleavage. inhibition, % at 5 µM. 220,000 tested, 0.26% active;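 active means inhibition at or above 40%; inactive means inhibition below 40%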;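 further: 0% = enzyme with no compound and 100% = wells without enzyme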
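System – human alpha-thrombin · Medium – pH 7.5 Tris (50 mM) with NaCl 150 mM, Tween 20 0.05% · Compound – single-point dosing at 5 µM, 0.2% DMSO · Incubation – enzyme reaction carried out at room temperature · Technique – fluorescence of released AMC, ex 355 nm, em 460 nm · Read-out basis – % inhibition of thrombin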
Active calls of the source: *; . = no result given; & = joins results of further samples; [ ] = remark or other dose.

SMILES	Furin inh	Wee1 stabilizer	FXIa inh	KCC2 mod	PERK inh	KLK5 inh	p97 ATPase inh	FXIIa inh	Thrombin inh
O=C(c1ccccc1F)N1CCN(c2ccc([N+](=O)[O-])c(NCC3CCCO3)c2)CC1 (stereo unspecified)	-12	0	3	-1.8	0.1	.	2	13	3
CC(C)CC(c1nnnn1CC1CCCO1)N1CCN(C2CCCC2)CC1 (stereo unspecified)	-16	1	7	0.039	0.6	5	2	6	-1
COc1ccc(C(=O)c2ccc(OC)cc2OC)cc1	-1	-2	-4	-0.5	-0.2	-3	3	3	-4
COc1ccc(S(=O)(=O)Nc2ccc(O)c(Sc3ncn[nH]3)c2)cc1	-19[20 µM]	-1	2	0.28	-0.3	-9	-3	6	-1
CCCn1c(=O)[nH]c(=O)c2c1nc(-c1ccc(OC(F)(F)C(F)C(F)(F)F)cc1)n2CCOC (stereo unspecified)	8[20 µM]	-2	2	-0.92	-0.8	-28	-5	23	-11
COc1cc(NC(=O)c2cc3nc(C4CC4)cc(C(F)(F)F)n3n2)c(OC)cc1Cl	-13[20 µM]	-1	12	.	0.3	4	2	46*	0
Cc1nn(CC(=O)c2cccc(Cl)c2)c(C)c1[N+](=O)[O-]	-14	0	1	-0.028	1.0	3	3	10	-7
O=C(COC(=O)CCCc1nc2ccccc2s1)Nc1ncc(Cl)cc1Cl	-15	2	-12	-1.9	0.0	-3	-6	-3	20
N#Cc1ccc(NC(=O)CNc2cc(S(=O)(=O)N3CCOCC3)ccc2NCC2CCCO2)cc1 (stereo unspecified)	-26	2	2	1.1	0.2	-3	7	14	4
O=C(CSCc1nc2ccccc2[nH]1)Nc1ccc2ccccc2c1	-20	7	4	0.059	0.5	-7	3	4	1
CC(C)C(=O)Nc1ccc(NC(=S)NC(=O)c2ccc([N+](=O)[O-])cc2)cc1	-21	0	-2	0.5	0.7	5	-5	9	-5
Cc1cc(Cl)cc(Cl)c1OCCCCN(C)C	-14	-1	0	1.4	0.2	-4	2	6	-5
COc1ccccc1N1C(=O)CC(Nc2ccc(N3CCOCC3)cc2)C1=O (stereo unspecified)	-10[20 µM]	2	0	0.53	-0.2	6	-1	14	2
CN1CCN(c2nc3c(c(=O)[nH]c(=O)n3C)n2CCSc2nc3ccccc3s2)CC1	-18	5	18	1.2	0.3	-6	3	25	2
Cc1ccc(-c2ccc(/C=N/c3ncn[nH]3)o2)cc1Cl	-8[20 µM]	0	-6	0.28	1.4	-1	3	-6	-9
COc1cc(-c2nc(CN(C)C(C)c3ccncn3)c(C)o2)ccc1F (stereo unspecified)	-23	0	-1	.	-0.5	-13	2	5	-2
CCn1cnc2cc(NS(=O)(=O)c3ccc(C)cc3)ccc21	-27[20 µM]	-1	-1	0.043	-0.9	1	1	6	-7
O=C(Nc1nnc(-c2ccncc2)s1)C1CCCO1 (stereo unspecified)	-15[20 µM]	0	-18	0.0073	0.5	-19	0	-19	-2
COC(=O)C1=C(N)Oc2cc(C)n(CC3CCCO3)c(=O)c2C1c1ccccc1OC (stereo unspecified)	-18	2	-7	-0.72	-1.0	0	0	7	-4
Cc1c(-n2cc(C(=O)c3ccccc3O)cc(C#N)c2=O)c(=O)n(-c2ccccc2)n1C	-5	-2	18	1.6	-1.2	65*	5	26	16
COc1ccc(S(=O)(=O)Nc2ccccc2OC)cc1NC(=O)c1cc2ccccc2oc1=O	-12	7	-9	0.085	-0.1	4	-6	0	-10
Cc1cc(C)c(NC(=O)C(C)OC(=O)c2cc(Br)c(Br)s2)c(C)c1 (stereo unspecified)	-10	0	-3	0.11	0.6	-7	0	8	-7
O=C(NCCc1nnc2ccc(NCc3ccccc3Cl)nn12)c1ccccc1	-11	3	-6	0.25	1.8	-3	1	0	-10
O=c1c(-c2ccc(Br)cc2)coc2c(CN3CCOCC3)c(O)ccc12	-2[20 µM]	-2	-4	-0.4	0.4	-1	8	5	0
O=C(NCCOC12CC3CC(CC(C3)C1)C2)c1cccc(Br)c1	-13[20 µM]	-3	7	1.6	0.1	-15	-2	5	3
Cc1sc2nc(CSc3ccccc3)nc(N3CCN(C)CC3)c2c1C	-17	4	10	0.8	-0.7	-11	-1	15	-4
CC(C)Oc1cccc(C(=O)NC(=S)Nc2cccc(C(F)(F)F)c2)c1	-2[20 µM]	1	1	1.8	2.1	-4	-2	15	-2
O=C(NNC1CC(=O)N(c2ccc(Br)cc2)C1=O)c1ccccn1 (stereo unspecified)	-22	2	-2	0.037	0.8	-1	5	8	-9
O=C(CN1CCN(C2CCCCC2)CC1)Nc1ccccc1N1CCCCC1	-26	-3	0	-0.85	-0.9	-19	4	4	-3
Cc1ccc(S(=O)(=O)NCC2CCC(C(=O)NCc3ccc4c(c3)OCO4)CC2)cc1 (stereo unspecified)	-16[20 µM]	0	-5	1.6	-1.0	-10	-2	-3	-9
CCc1ccc(C2NC(c3ccc(CC)cc3)C([N+](=O)[O-])C(C)(C)C2[N+](=O)[O-])cc1 (stereo unspecified)	-18	-1	1	-0.18	0.9	-14	6	5	-17
COc1cccc(C2NC(=O)NC(C)=C2C(=O)Nc2cc(OC)ccc2OC)c1 (stereo unspecified)	-26	1	0	.	0.0	1	0	1	-4
Cc1ccc2c(c1)N(CC(=O)N1CCCCC1c1cccnc1)C(=O)CO2 (stereo unspecified)	-26[20 µM]	-1	-7	0.71	0.1	-3	2	0	-9
CCCCCCn1c(N2CCN(c3cccc(Cl)c3)CC2)nc2c1c(=O)[nH]c(=O)n2C	2	-1	0	-0.78	1.6	-5	1	14	0
Cc1ccc(Cl)cc1N1CCN(C(=S)NCc2ccco2)CC1	-21	0	-8	0.58	2.1	-10	2	4	-8
C#CCn1cc(/C=N/NC(=O)c2cc3ccccc3o2)c2ccccc21	-17	2	-2	0.3	0.2	-30	5	2	-7
Fc1ccc(-n2nnc(-c3ccnc4ccccc34)n2)cc1	-36	0	3	-0.011	1.0	4	-1	14	-2
O=C(O)CSCCC(=O)Nc1ccc(F)cc1	-20	1	-9	.	-0.7	-2	9	-3	-5
CCn1c(SCC(=O)Nc2cccc(C)c2)nc2nc3c(cc2c1=O)COC(C)(C)C3	-21	0	5	0.032	0.0	-8	-5	8	-3
O=c1c(Sc2ccccc2)c(C(F)(F)F)[nH]n1-c1ccccc1	-10[20 µM]	0	0	-0.45	0.8	-14	4	4	4
COc1ccccc1CNC(=O)COC(=O)c1cnccn1	-13	0	5	.	0.4	1	0	2	0
O=C(c1ccc([N+](=O)[O-])cc1)N(Cc1ccc(Br)cc1)N1C(=O)CCCC1=O	-15[20 µM]	4	-6	.	0.7	-22	-1	10	-2
O=C(O)/C=C/C(=O)Nc1ccc(-c2ccccc2)cc1	-14&-28	1&0	-3&0	-0.17&-0.5	0.7&-0.5	-3&4	9&3	7	2&1
FC(F)(F)c1cccc(NC(=S)Nc2cccc(NC(=S)Nc3cccc(C(F)(F)F)c3)n2)c1	-15	-3	-1	0.92	-0.5	-3	8	2	-5
COc1cc(CN2CCNC(=O)C2CC(=O)N(C)Cc2ncc[nH]2)cc(OC)c1 (stereo unspecified)	-17	3	-6	2.1	-0.2	-3	-1	4	12
Cc1ccccc1NC(=S)NCc1ccco1	-22	2	10	-0.35	1.4	-13	2	15	-5
O=C(CSc1oc(-c2cccs2)nc1S(=O)(=O)c1ccc(F)cc1)NCC1CCCO1 (stereo unspecified)	-36	0	8	.	-0.3	-4	2	17	-5
CC(C)Cn1c(N)c(C(=O)COC(=O)c2ccc3c(c2)OCCO3)c(=O)n(C)c1=O	-13[20 µM]	3	0	-0.79	-0.9	-24	-2	10	-4
Cc1cc(C)cc(OCC(=O)N2CCCCCC2)c1	-10[20 µM]	0	18	.	0.1	-2	-4	15	-11
O=C(NCCCn1ccnc1)/C(=C\c1ccco1)NC(=O)c1ccco1	-22	2	-2	0.023	1.0	-3	5	8	4
Cc1cc(C)nc(/N=C(\N)Nc2ccc(S(=O)(=O)O)cc2)n1	-12	1	-2	0.52	-0.1	-1	-4	6	18
Cc1oc2c(c(=O)c1C)C(=O)CC(c1ccccc1)C2 (stereo unspecified)	-23	-2	-13	-0.2	-0.1	-30	2	12	0
CCCC(C(=O)O)N1C(=O)/C(=C/c2cccn2C)SC1=S (stereo unspecified)	8	3	5	-1.9	-0.6	-4	0	9	0
Cc1cc(NC(=O)C(=O)c2cn(C)c3ccccc23)no1	-16	-5	-3	0.88	0.7	5	-2	8	-7
CC(N=C1NS(=O)(=O)c2ccccc21)c1ccccc1 (stereo unspecified)	-9	-1	-14	-0.5	1.5	-6	-7	4	-11
O=C(Nc1ccc2ccccc2c1)C(c1ccccc1)C1CCCC1 (stereo unspecified)	-9	-1	6	-0.41	-0.6	-4	-4	3	-9
C#CCOCCOCCOCCNc1nc(N2CCN(C(=O)C([C@@H](C)CC)n3cc(C(N)CC(C)C)nn3)CC2)nc(N2CCN(C(=O)[C@H](CCC(=O)O)n3cc(C(N)[C@H](C)CC)nn3)CC2)n1 (stereo partly specified)	-23	-2	-2	-0.68	1.0	-3	-2	4	-3
Cc1ccc(S(=O)(=O)N(C)c2c(C)ccc(S(=O)(=O)N3CCN(C)CC3)c2C)cc1	-20	-1	6	0.62	-1.0	-6	1	9	4
CCOC(=O)N1CCN(CC(O)COCc2cc(OC)c(OC)c(OC)c2)CC1 (stereo unspecified)	-7	-2	6	-0.078	-0.2	-6	-1	11	-5
COc1ccc(-c2cc(C(=O)NCc3cccnc3)no2)cc1	-27	3	-5	-0.8	-0.1	21	2	9	-2
(cont.)
SMILES	Furin inh	Wee1 stabilizer	FXIa inh	KCC2 mod	PERK inh	KLK5 inh	p97 ATPase inh	FXIIa inh	Thrombin inh
CC(=O)Nc1ccc(S(=O)(=O)Nc2cc(C)c(-n3nc4ccccc4n3)cc2O)cc1	-9[20 µM]	2	-14	1.8	1.5	-49	0	2	20
COc1ccc(-c2cn[nH]c2N)cc1	-18[20 µM]	1	-2	.	2.2	5	1	12	0
COc1ccccc1NC(=O)c1cc(C)oc1C	-26	-1	-3	-0.19	1.2	1	3	11	-2
CCn1c(C)cc(/C=C2/SC(=O)N(C(C)C(=O)OC)C2=O)c1C (stereo unspecified)	-7	0	-3	-0.53	-2.0	-2	-2	4	-5
CC(=O)c1ccc(N2CCN(CC(O)COCc3ccco3)CC2)cc1 (stereo unspecified)	-27	-1	0	.	0.2	-26	4	10	0
CC1CCCCN1CCNC(=O)c1cc2c(-c3ccccc3F)nn(C)c2s1 (stereo unspecified)	-28	-2	6	-0.36	-0.6	-1	4	9	0
CCC(C)N(C(=O)C(F)(F)F)C(C(=O)NC1CCCCC1)c1ccncc1 (stereo unspecified)	-14[20 µM]	-2	10	1	-0.6	-7	-2	14	5
Cc1nc(NS(=O)(=O)c2ccccc2)sc1C(=O)N/N=C/c1ccccc1	-14	-3	2	.	2.0	1	1	9	0
